Tn7 DDE FP = inhibitors of Tn7 peptide binding to fibrin DD(E), primary screen, biochemical, fluorescence polarization, human fibrin, Tn7 probe; inhibition, % at 8.3 µM; Fibrinogen beta chain (Homo sapiens), P02675; 370,000 compounds, 0.13% hits; AID 720508, 2013; FP displacement of FITC-Tn7 peptide from fibrin DD(E); 0% = median of compound wells per plate;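 active = inhibition above the mean of compounds falling within the control limits plus 3 SD of them, cut at about 14% in these data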;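 also: 0% = plate median of compound wells and 100% = 10 µM Aha-Tn7 peptide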
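Test system: human clot-derived fibrin DD(E) complex / Quantity: 2 µM final DD(E) protein / Incubation: 10 min plus 3 h, room temperature / Measured by: fluorescence polarization / Benchmarks: high control of 10 µM Aha-Tn7 peptide / Replicates: singlicate testing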
PRMT1 inh = PRMT1 methyltransferase inhibitors, primary screen, biochemical, fluorescence polarization | recombinant PRMT1, activity-based probe fluorescence polarization | Protein arginine N-methyltransferase 1 (Homo sapiens), Q99873 | inhibition, % at 2.79 µM | AID 652257, 2013 | 370,000 compounds, 1.3% hits;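 active = inhibition above about 21% made by adding two undisclosed values, limit read from the data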
SIAE primary = human SIAE inhibitors, primary screen, biochemical, fluorescence polarization, FP-Rh probe, 1536-well HTS; Sialate O-acetylesterase (Homo sapiens), Q9HAT2; SIAE FP-Rh probe binding; inhibition, % at 9.66 µM; 370,000 compounds, 0.69% hits; AID 1053197, 2014;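 active = inhibition above a cutoff: mean of compounds within the control limits plus 3 SD of those, cut at about 17% in these data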;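 also: 0% = plate median of compound wells and 100% = probe without SIAE protein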
LEDGF integ inh = blockers of LEDGF/p75-dependent integrase strand transfer – biochemical, TR-FRET, high throughput, primary screen; TR-FRET IN-LEDGF/p75 DNA integration, Eu/Cy5; inhibition, % at 3.7 µM; HIV-1 integrase (with human LEDGF/p75); AID 743269, 2014; 370,000 compounds, 0.64% hits;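 active = inhibition above the screen-wide mean plus 3 SD, cut at about 13% in these data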;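 also: signal is the Cy5 over europium emission ratio at 671 and 618 nm; 0% = plate median of compound wells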
HTRA1 inh = HTRA1 serine protease inhibitors, primary screen, biochemical, fluorescence polarization, HTS. inhibition, % at 5.96 µM. recombinant HTRA1, FP-rhodamine activity-based probe. 340,000 compounds, 0.5% hits. Q92743; in the data active = inhibition above about 36%;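 also: 0% = enzyme with DMSO and 100% = wells lacking enzyme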
Target sequence (Q92743 whole entry, looked up): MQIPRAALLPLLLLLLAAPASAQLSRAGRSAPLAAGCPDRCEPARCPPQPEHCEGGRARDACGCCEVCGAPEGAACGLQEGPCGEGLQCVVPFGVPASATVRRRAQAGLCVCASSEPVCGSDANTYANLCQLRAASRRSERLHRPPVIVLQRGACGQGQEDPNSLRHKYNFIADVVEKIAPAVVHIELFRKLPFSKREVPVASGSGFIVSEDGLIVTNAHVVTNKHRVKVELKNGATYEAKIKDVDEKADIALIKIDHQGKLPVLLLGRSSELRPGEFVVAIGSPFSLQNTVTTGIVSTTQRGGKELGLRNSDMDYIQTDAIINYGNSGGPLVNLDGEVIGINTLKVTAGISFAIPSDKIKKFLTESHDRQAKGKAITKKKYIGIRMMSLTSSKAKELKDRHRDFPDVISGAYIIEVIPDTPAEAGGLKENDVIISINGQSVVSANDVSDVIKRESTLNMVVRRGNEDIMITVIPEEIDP
PG9 Ab binder = binders of HIV-1 gp120 antibody PG9, primary screen, biochemical, TR-FRET. 360,000 compounds, 0.43% hits. AID 624416, 2012. inhibition, % at 6.7 µM. TR-FRET gp120-PG9 antibody binding. HIV-1 gp120 / PG9 antibody interaction; in the data active = inhibition above about 8.5%
TCR CD3 inh = inhibitors of human TCR-CD3 interaction, primary screen, biochemical, fluorescence, TAMRA-labeled TCR probe. T-cell receptor (TCR). inhibition, % at 9.4 µM. 360,000 compounds, 0.37% hits. AID 651800, 2012; in the data active = inhibition above about 19%;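 also: recombinant mutant TCR 2C K166C tagged with TAMRA read by polarization; 0% = receptor in buffer alone and 100% = receptor with positive control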
TDP2 inh = human TDP2 enzyme inhibitors, primary screen, biochemical, epi absorbance, recombinant enzyme | Tyrosyl-DNA phosphodiesterase 2 (Homo sapiens), O95551 | T5PNP hydrolysis, p-nitrophenol absorbance 415 nm | inhibition, % at 12.8 µM | 370,000 compounds, 0.34% hits;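 active = inhibition above the mean of all tested compounds plus 3 SD, set per campaign, cut at about 25% in these data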;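 also: 0% = DMSO with enzyme and 100% = buffer with substrate but no TDP2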
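Test system: Human TDP2 enzyme | Reagent: 5 mM T5PNP | Compound dosing: 12.8 µM single point, 1% DMSO | Incubation: Enzyme reaction with compound for 2 h at 37 °C | Technique: p-Nitrophenol epi absorbance | Read-out: % inhibition relative to enzyme-containing and enzyme-free wells | Benchmarks: High control without enzyme, low control DMSO plus TDP2 | Replicates: Singlicate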
UHRF1 MBD2 ctr = UHRF1 methylated DNA binding inhibitors, primary screen, counter-screen for MBD2 inhibitor project, biochemical, TR-FRET, human UHRF1, single concentration; E3 ubiquitin-protein ligase UHRF1 (Homo sapiens), Q96T88; UHRF1 binding to methylated oligo; inhibition, % at 4.4 µM; 370,000 compounds, 0.75% hits; AID 687016, 2013; in the data active = inhibition above about 21%;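 also: UHRF1 SRA domain binding a hemimethylated CpG hairpin DNA probe; 0% = median of test compound wells and 100% = reference inhibitor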
ABHD4 inh = ABHD4 inhibitors, primary screen, biochemical, fluorescence polarization, mouse. purified mABHD4, FP-Rh probe fluorescence polarization. 370,000 compounds, 0.54% hits. inhibition, % at 8.92 µM. AID 720543, 2013;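 active = inhibition exceeding the mean over every tested compound plus 3 SD, cut at about 30% in these data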;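 also: 0% = plate median of compound wells and 100% = S159A mutant with DMSO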
Target sequence (Q8VD66 whole entry, looked up): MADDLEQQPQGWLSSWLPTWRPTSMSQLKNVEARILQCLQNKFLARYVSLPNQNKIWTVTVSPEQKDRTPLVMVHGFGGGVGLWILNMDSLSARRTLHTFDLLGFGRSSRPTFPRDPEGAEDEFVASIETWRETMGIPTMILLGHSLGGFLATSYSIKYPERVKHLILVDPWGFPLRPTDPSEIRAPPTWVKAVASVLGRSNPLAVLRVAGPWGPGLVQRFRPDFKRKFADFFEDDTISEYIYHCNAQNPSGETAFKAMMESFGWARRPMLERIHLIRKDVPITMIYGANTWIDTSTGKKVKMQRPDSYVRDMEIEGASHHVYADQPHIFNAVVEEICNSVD
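Test system: mouse ABHD4 enzyme, wild type. Reagent: FP-Rh fluorescent activity-based probe, added after compound pre-incubation. Timing: pre-incubation 45 min, probe exposure 60 min, at 25 °C. Technique: FP readout, ex 525 nm / em 598 nm. Benchmarks: high control S159A mutant with DMSO, low control median of compound wells.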
An asterisk follows results filed as active; . = no result given.

SMILES	Tn7 DDE FP	PRMT1 inh	SIAE primary	LEDGF integ inh	HTRA1 inh	PG9 Ab binder	TCR CD3 inh	TDP2 inh	UHRF1 MBD2 ctr	ABHD4 inh
COc1ccc(-c2nc3c4ccccc4ccn3c2Cc2ccccc2C(F)(F)F)cc1OC	6	0	-5	-1	.	-0.7	-5	5	20	-16
Cn1c(SCC(=O)NC2CCCC2)nc2c(c1=O)SCC2	4	8	0	-7	7	-0.4	-2	-26	4	3
COc1cc(-c2n[nH]c(=S)n2-c2ccc(C)cc2)cc(OC)c1OC	-3	-1	8	-6	1	0.8	10	12	-2	1
CN(C)C(=O)CSc1nc2ccccc2c(=O)[nH]1	0	-1	-3	0	3	-2.1	5	-8	1	6
CC1=C(C(=O)Nc2ccc(Cl)cc2C(=O)N2CCC(C(N)=O)CC2)SCCO1	1	-1	5	2	-3	-1.6	5	-7	2	3
CN(C)[C@@H]1CCN(c2ccc3c(c2)O[C@H]2CCN(C2)S3(=O)=O)C1	-1	-1	1	4	.	.	.	-6	1	0
O=C(Nc1ccc(N2CCOCC2)nc1)c1ccc(Cl)cc1	1	-1	5	-2	3	0.5	8	2	0	-1
O=C(C[C@H]1C[C@H](C(=O)N2CCCCC2)[C@@]2(CCc3ccccc3)c3[nH]c4ccc(Cl)cc4c3CCN2C1=O)NCCC1=CCCCC1	-3	-2	8	2	3	-1.0	6	2	3	2
O=C1CS(=O)(=O)N(Cc2ccc(F)cc2)c2ccccc21	2	-1	7	1	-10	0.3	1	10	-4	-20
CNC(=O)CSc1ncnc2c1cnn2-c1ccccc1	-1	3	0	0	-4	0.0	3	6	1	1
CCC(=O)Nc1c(OC(=O)CC)ccc2c(C)cc(=O)oc12	0	-3	2	-1	-9	1.9	0	-3	0	4
COc1cc(C(=O)N2CCCCCCC2)ccc1OC1CCN(C(C)=O)CC1	4	2	-2	-2	2	-0.4	-1	2	4	-5
Cc1ccc2c(C)nc(N/C(N)=N/S(=O)(=O)c3ccc([N+](=O)[O-])cc3)nc2c1	-1	0	-11	0	-4	0.1	5	-3	3	1
Oc1ccc(NCc2ccccc2OCc2ccccc2)cc1	-3	14	39*	14*	49*	-7.7	26*	12	-2	81*
CCCCCN(C(=O)CCC(=O)OCC(=O)N1CCCCC1C)c1c(N)n(CCCC)c(=O)[nH]c1=O (centres undefined)	5	-6	0	1	5	0.0	7	-6	2	-3
COc1cccc(OC)c1C(=O)N1CCNCC1	0	-8	-2	3	8	-1.4	-1	-2	-1	-1
CC(C)Sc1nc(N2CCCC2)c2c(c1C#N)CC(C)(C)OC2	3	0	1	4	-34	3.1	-1	-8	1	0
CCOc1ccc2nc(N3C(=O)CNC3=S)sc2c1	2	7	-5	-8	6	-0.4	-6	-10	0	5
CCCNC(=O)CN(c1ccc(F)cc1)S(=O)(=O)c1ccc2c(c1)OCCO2	-3	-3	0	3	10	-0.8	8	2	-2	0
CCOc1cccc(=O)c2c(C)n(C)c(C)c12	0	11	10	14*	21	-2.0	11	10	4	23
Cc1cc(C(=O)COC(=O)C23CC4CC(CC(O)(C4)C2)C3)c(C)n1-c1c(C)n(C)n(-c2ccccc2)c1=O	4	0	5	1	1	1.0	15	-8	1	8
Cc1ccc(C)c(NC(=O)COC(=O)CC2CC3CCC2C3)c1 (centres undefined)	-2	-3	4	2	1	0.6	5	6	-4	-7
O=C(N/N=C\c1cc2c(cc1[N+](=O)[O-])OCO2)c1cccs1	-5	2	11	-1	3	-2.1	-1	4	-6	10
CSc1ccc(C(=O)N2CCC(CCC(=O)NC3CC3)CC2)cc1	-1	-2	-8	3	8	-3.5	5	-7	-4	4
Cc1cccc(-c2nnc(SCC(=O)NCc3ccc4c(c3)OCO4)n2C)c1	4	-1	2	-3	1	0.9	1	-1	-2	1
The list goes on.
SMILES	Tn7 DDE FP	PRMT1 inh	SIAE primary	LEDGF integ inh	HTRA1 inh	PG9 Ab binder	TCR CD3 inh	TDP2 inh	UHRF1 MBD2 ctr	ABHD4 inh
O=C(c1ccc(COc2ccc3c(c2)CCC3)o1)N1CCN(c2ccccc2)CC1	-4	3	8	-1	-24	-1.3	-1	-10	-3	2
CCOC(=O)c1ccc(CSc2nnc(-c3ccncc3)n2N)cc1	6	2	-4	0	2	1.2	3	-2	2	0
Cc1ccc2nc(Cl)c(-c3ccccc3)cc2c1	-3	-2	-8	1	.	-0.6	3	9	-1	-5
CC(OC(=O)c1ccc(Br)o1)C(=O)Nc1ccc2c(c1)OCCO2 (centres undefined)	-2	5	0	-6	4	-1.2	0	3	3	4
COc1ccc(C2N(c3ccc(OC)cc3)C(=S)N3CCCN23)cc1 (centres undefined)	2	-2	-5	0	-3	-2.7	-1	-1	-1	0
COc1cc(C=Nc2ccccc2C(=O)Nc2ccccc2)cc(OC)c1OC	-5	2	3	1	-3	-1.4	7	1	2	6
CCCCCC1CCC(C(=O)NNC(=S)NCC)CC1 (centres undefined)	9	0	-4	-1	-3	0.0	1	4	2	-3
CCc1ccc(Nc2n[n+](-c3ccccc3)c(-c3ccc(C(=O)O)cc3)s2)cc1	-7	4	-5	3	-13	-2.7	11	-2	-2	25
CC(C)COn1c(=S)[nH]c2ccccc2c1=O	-3	-1	4	-2	-6	-2.0	3	6	-1	-4
O=C(Oc1ccccc1)c1ccc(-n2cnnn2)cc1	12	-1	-2	-5	8	-1.3	2	-6	-4	-1
COc1ccccc1OCCCC(=O)Nc1ccc(N2CCOCC2)cc1	4	-1	7	-4	-3	-0.9	0	12	0	-5
Cc1ccc(NS(=O)(=O)c2ccc3c(c2)NC(=O)CCS3)cc1F	11	0	2	-2	-1	1.5	3	8	3	10
O=C(NC(=O)c1ccc(Cl)cc1)OC1CCCCC1	8	0	5	1	3	-0.6	-3	10	1	-21
c1coc(CNc2ncnc3nc[nH]c23)c1	-9	0	-6	4	9	0.9	-3	-13	2	-9
CC[C@@H](C)[C@H](NC(=O)Cc1c(C)c2cc3c(C)coc3c(C)c2oc1=O)C(=O)O	6	-4	-9	-3	6	-0.2	3	10	1	0
COc1ccc(Cl)cc1-n1c(C)cc(C(=O)O)c1C	-1	3	8	3	-3	1.3	-1	-7	4	7
c1ccc(N2CCN(Cc3ccc4c(c3)OCO4)CC2)nc1	5	3	0	-9	.	-2.0	-2	3	1	15
COc1ccc(C(=O)N2C(=O)c3ccc(N)cc3C2=O)cc1	-7	-4	-7	6	1	1.4	-3	0	1	4
CC1(C)CC(=O)C2=C(C1)Nc1ccccc1[S@]2=O	7	4	0	1	3	1.5	-6	5	2	-1
C/C(Cc1ccccc1)=N\NC(=O)CNC(=O)COc1cccc(C)c1	-3	-2	6	3	-8	-1.9	6	-7	1	-4
CNC(=O)N1CCN(C(=O)NC)CC1	-3	-3	3	1	5	-3.1	1	-6	-2	0
CC(C)n1ncc2c(C(=O)Nc3ccc(CC#N)cc3)cc(C3CC3)nc21	-6	-2	-9	3	-21	-1.1	2	9	-3	-8
Cc1cc(C)c2ccc(=S)[nH]c2n1	-4	38*	6	-1	-2	0.2	3	-1	-6	-6
Cc1ccc(NC(=O)C2CC(=O)OC23CCOC(C)(C)C3)cc1 (centres undefined)	0	2	-2	1	-7	3.0	-2	3	1	-1
NC(=O)C1(c2ccccc2)CCCN1C(=O)c1ccccc1Br (centres undefined)	-1	-5	-1	3	3	0.7	-5	-5	0	0

Structural class: those above with bromine (2)
SMILES	Tn7 DDE FP	PRMT1 inh	SIAE primary	LEDGF integ inh	HTRA1 inh	PG9 Ab binder	TCR CD3 inh	TDP2 inh	UHRF1 MBD2 ctr	ABHD4 inh
CC(OC(=O)c1ccc(Br)o1)C(=O)Nc1ccc2c(c1)OCCO2 (centres undefined)	-2	5	0	-6	4	-1.2	0	3	3	4
NC(=O)C1(c2ccccc2)CCCN1C(=O)c1ccccc1Br (centres undefined)	-1	-5	-1	3	3	0.7	-5	-5	0	0

(more compounds)
SMILES	Tn7 DDE FP	PRMT1 inh	SIAE primary	LEDGF integ inh	HTRA1 inh	PG9 Ab binder	TCR CD3 inh	TDP2 inh	UHRF1 MBD2 ctr	ABHD4 inh
Cc1noc(C)c1COC(=O)c1ccccc1NC(=O)c1ccco1	2	-2	-1	6	-4	0.4	-4	0	0	-3
Cc1nc2nc[nH]n2c(=O)c1CCOC(=O)c1c(F)cccc1F	2	1	5	-1	-5	2.8	4	5	2	1
Cc1cc(Cl)ccc1C(=O)C1CCCN(C(=O)CCn2cnnn2)C1 (centres undefined)	-6	-1	5	-3	1	-0.5	1	2	-1	4
CCOc1ccc(S(=O)(=O)Nc2ccc(C(=O)NCC3(N4CCCCC4)CCCCC3)cc2)cc1	9	-4	7	4	-3	-0.7	1	-9	-1	1
COc1ccc(C2(C(=O)NC3CCCCC3)CCOCC2)cc1OC	-3	1	0	4	-3	0.2	3	-7	16	-1
CCN(c1ccccc1)S(=O)(=O)c1ccc2[nH]cc(C(=O)NCCOC)c(=O)c2c1	-1	1	6	0	-2	4.6	-7	11	2	-9
COc1cc(/C=N/NC(=O)CN2CCOCC2)ccc1OCc1ccccc1	3	0	-2	0	1	-0.2	11	6	-5	2
CC(C)NC(=S)NC(c1ccccc1)(c1ccccc1)c1ccccc1	-4	-4	-2	0	-17	-1.5	8	-4	0	-13
O=C(c1cccc(S(=O)(=O)N2CCCC2)c1)N(Cc1ccco1)C1CCS(=O)(=O)C1 (centres undefined)	1	2	4	-5	1	-1.7	-2	3	3	4
Cc1cc(C)c(S(=O)(=O)N2CCN(c3ccc([N+](=O)[O-])c(-n4nc(C)cc4C)c3)CC2)c(C)c1	-1	-1	-5	-2	-15	-2.8	1	-13	1	-6
CN1CC(c2ccccn2)C2(SC(=S)N(Cc3ccccc3)C2=O)C12C(=O)Nc1ccccc12 (centres undefined)	8	-1	5	-3	6	0.5	-11	7	2	2
COc1ccc(-n2c(SCC(=O)NCc3cccs3)nc3[nH]ncc3c2=O)cc1	5	-2	-5	0	8	0.3	4	-8	0	0
CCCOc1ccc(C(=O)NCC2OCCc3ccccc32)cc1OC (centres undefined)	-2	0	-4	-5	-5	-2.3	6	-1	2	-3
CN(Cc1ccc(OC(F)F)cc1)Cc1nc2c(Br)cc(Br)cc2c(=O)[nH]1	-2	-2	0	3	-49	-2.1	-3	2	-3	-5

Rows are unselected, and some 4.2% of all compounds hit somewhere here.
